proKLK7 act = proKLK7 (human) activation, primary screen; activation, % at 7 µM; P49862; purified proKLK7, EDANS-DABCYL substrate fluorescence; 100% is mature enzyme control, 0% vehicle; actives 0.9% (n = 370,000); AID 652039;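 active = activation above the mean of all tested compounds plus 3 SD, computed per campaign excluding outliers beyond control limits, cut at about 13% in these data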
SIAE primary = blocks human sialic acid acetylesterase; SIAE FP-Rh probe binding, fluorescence polarization; Q9HAT2; inhibition, % at 9.66 µM; actives 0.69% (n = 370,000); AID 1053197;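 active = inhibition above a cutoff: mean of compounds within the control limits plus 3 SD of those, cut at about 17% in these data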;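 also: 0% = plate median of compound wells and 100% = probe without SIAE protein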
TCR CD3 inh = human TCR-CD3 binding inhibition. AID 651800. inhibition, % at 9.4 µM. TAMRA-labeled TCR probe fluorescence, biochemical. actives 0.37% (n = 360,000); in the data active = inhibition above about 19%;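 also: recombinant mutant TCR 2C K166C tagged with TAMRA read by polarization; 0% = receptor in buffer alone and 100% = receptor with positive control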
LEDGF integ inh = blocks HIV-1 LEDGF/p75-dependent DNA integration. AID 743269. actives 0.64% (n = 370,000). inhibition, % at 3.7 µM. TR-FRET IN-LEDGF/p75 DNA integration, Eu/Cy5;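 active = inhibition above the screen-wide mean plus 3 SD, cut at about 13% in these data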;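 also: signal is the Cy5 over europium emission ratio at 671 and 618 nm; 0% = plate median of compound wells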
UHRF1 binding = human UHRF1 methylated DNA binding inhibitors; UHRF1 binding to methylated oligo, TR-FRET; inhibition, % at 4.4 µM; actives 0.75% (n = 370,000); in the data active = inhibition above about 21%;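 also: UHRF1 SRA domain binding a hemimethylated CpG hairpin DNA probe; 0% = median of test compound wells and 100% = reference inhibitor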
PRMT1 FP inh = blocks human protein arginine methyltransferase 1. Q99873. recombinant PRMT1, activity-based probe fluorescence polarization. inhibition, % at 2.79 µM. actives 1.3% (n = 370,000);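 active = inhibition above about 21% made by adding two undisclosed values, limit read from the data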
Target sequence (Q99873 whole entry, looked up): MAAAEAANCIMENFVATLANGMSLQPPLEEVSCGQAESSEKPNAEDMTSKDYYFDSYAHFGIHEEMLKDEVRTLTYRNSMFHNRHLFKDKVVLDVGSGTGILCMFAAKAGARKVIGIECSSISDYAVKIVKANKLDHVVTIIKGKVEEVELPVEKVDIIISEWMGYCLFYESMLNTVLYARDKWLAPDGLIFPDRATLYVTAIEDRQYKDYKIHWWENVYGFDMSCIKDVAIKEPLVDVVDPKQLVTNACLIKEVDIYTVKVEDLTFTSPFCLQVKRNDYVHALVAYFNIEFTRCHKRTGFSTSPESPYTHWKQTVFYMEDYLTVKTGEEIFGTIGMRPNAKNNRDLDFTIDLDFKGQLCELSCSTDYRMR
TDP2 inh = TDP2 (human) inhibition, absorbance primary screen | AID 720702 | recombinant TDP2, T5PNP hydrolysis, p-nitrophenol absorbance 415 nm | inhibition, % at 12.8 µM | actives 0.34% (n = 370,000);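 active = inhibition above the mean of all tested compounds plus 3 SD, set per campaign, cut at about 25% in these data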;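 also: 0% = DMSO with enzyme and 100% = buffer with substrate but no TDP2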
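Test system: human TDP2 enzyme; Input: 120 nM TDP2 per well; Buffer or medium: Mg2+-containing Tris-HCl buffer, pH 7.5; Reagent: 5 mM T5PNP; Dosing: 12.8 µM single point, 1% DMSO; Incubation: reaction 2 h, 37 °C; Detection: p-Nitrophenol epi absorbance; Read-out: % inhibition relative to enzyme-containing and enzyme-free wells; Replicates: single well per compound.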
DDE Tn7 FP inh = inhibitors of Tn7 peptide binding to human fibrin DD(E) | P02675 | FP displacement of FITC-Tn7 peptide from fibrin DD(E); 0% = median of compound wells per plate | inhibition, % at 8.3 µM | actives 0.13% (n = 370,000);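 active = inhibition above the mean of compounds falling within the control limits plus 3 SD of them, cut at about 14% in these data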;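 also: 0% = plate median of compound wells and 100% = 10 µM Aha-Tn7 peptide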
Target sequence (P02675 whole entry, looked up): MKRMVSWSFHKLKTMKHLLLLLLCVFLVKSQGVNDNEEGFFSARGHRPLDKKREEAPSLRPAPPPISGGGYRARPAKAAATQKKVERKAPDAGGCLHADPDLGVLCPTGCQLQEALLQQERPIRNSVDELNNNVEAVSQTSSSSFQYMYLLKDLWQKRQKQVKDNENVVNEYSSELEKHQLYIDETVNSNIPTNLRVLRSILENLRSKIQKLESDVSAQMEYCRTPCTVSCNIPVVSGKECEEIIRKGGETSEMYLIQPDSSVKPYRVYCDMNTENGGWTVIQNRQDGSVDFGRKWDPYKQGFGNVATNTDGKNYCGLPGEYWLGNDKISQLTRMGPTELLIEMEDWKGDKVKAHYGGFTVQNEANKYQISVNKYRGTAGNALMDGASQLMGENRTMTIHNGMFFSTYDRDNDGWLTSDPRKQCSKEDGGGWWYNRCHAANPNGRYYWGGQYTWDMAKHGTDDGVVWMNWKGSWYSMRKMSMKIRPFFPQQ
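system = human fibrin DD(E) protein | quantity = DD(E) 2 µM final | medium = Tris/NaCl/CaCl2 buffer, pH 7.8 | also added = labelled Tn7 tracer, 0.1 µM | compound dosing = single point at 8.3 µM | timing = compound with protein 10 min, then 3 h after probe, room temperature | signal = FP measurement | benchmarks = Aha-Tn7 high control | repeats = one replicate per compound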
MBD2 DNA inh = inhibitors of human MBD2 binding to methylated oligonucleotide | Q9UBB5 | TR-FRET | inhibition, % at 4.4 µM | actives 0.31% (n = 370,000) | AID 686964; in the data active = inhibition above about 13%
Tn6 DDE FP = DD(E)-Tn6 binding inhibition, primary FP screen | P02675 | Fibrin DD(E) TRITC-Tn6 fluorescence polarization displacement | inhibition, % at 8.3 µM | actives 0.21% (n = 370,000);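 active = inhibition above a per-campaign cutoff: mean of compounds within control limits plus 3 SD, cut at about 15% in these data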;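 also: 0% = median of all compound wells on the plate and 100% = blocking peptide control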
The depositor's hits bear a star; . = no result given.

Below each compound – UHRF1 binding	SIAE primary	TDP2 inh	PRMT1 FP inh	TCR CD3 inh	proKLK7 act	Tn6 DDE FP	MBD2 DNA inh	LEDGF integ inh	DDE Tn7 FP inh
O=C(NCCc1cccc(Cl)c1)c1ccc(Cl)c([N+](=O)[O-])c1
  0	-7	-6	2	30*	-0.1	1	7	1	3
Cn1c(CCN2CCN(c3ccc(F)cc3)CC2)nc2cc(NC(=O)c3ccco3)ccc21
  -2	2	2	-5	2	-0.1	-2	2	5	-3
CCOC(=O)c1csc(NC(=O)CN2CCN(C)CC2)n1
  -1	-2	-1	-6	-6	0.8	6	4	-2	-2
CN(C)/C=C/C(=O)c1ccc(-n2cccc2)cc1
  6	-7	-9	7	-4	-2.1	-4	1	2	-8
Cc1ccccc1NC(=O)CC1C(=O)Nc2ccccc2N1CC(=O)N(C)C1CCS(=O)(=O)C1 (stereo not drawn)
  0	-2	6	3	-3	-0.2	1	0	-1	1
C=CCNC(=S)/C(=C(/[O-])c1ccc([N+](=O)[O-])cc1)[n+]1ccccc1
  1	4	5	3	2	0.6	0	-2	2	-2
CS(=O)(=O)N(CC(=O)NCc1ccccn1)c1ccc2c(c1)OCCO2
  -3	2	4	0	0	0.1	-8	4	-3	3
COC(=O)C1=NN(c2ccccc2)C2C(=O)N(c3ccccc3OC)C(=O)C12 (stereo not drawn)
  -3	8	6	0	6	21*	-9	7	-1	-7
Cc1ccn2c(C(=O)CSc3ccccc3)c(C)nc2c1
  -4	1	7	-1	-4	0.2	-2	3	0	-2
CCC(CC)NCCOC(=O)c1ccc([N+](=O)[O-])cc1
  0	-5	-12	-3	4	0.2	5	-6	1	-7
CN(C)CCCNC(=S)N1CCC(c2nc3ccccc3[nH]2)CC1
  2	0	-1	2	3	0.3	5	6	0	-8
O=C(CSCc1cnn(-c2ccccc2)c1-n1cccc1)N1CCN(Cc2ccccc2)CC1
  0	-1	-16	-1	6	0.1	0	-9	-5	4
O=C(N[C@@H](Cc1cccnc1)C(=O)N1CCC[C@H]1C(=O)NCCc1ccccc1Cl)C1CCCC1
  2	-6	2	4	4	0.9	15	1	-3	-8
CN(C)c1ccc(C(=O)/C=C/c2ccccc2)cc1
  -2	0	-2	-2	-3	-0.2	2	1	2	-3
COC(=O)c1nn(-c2cccc(C)c2)c2nnc(Cc3ccccc3)c(=O)n12
  1	4	6	4	-1	-0.1	-1	2	2	-5
COc1ccc(C2=NOC(Cn3nc(C(=O)NCc4cccc(C(F)(F)F)c4)cc3-c3ccccc3)C2)cc1 (stereo not drawn)
  -3	-17	-7	-1	6	0.6	8	0	-1	-5
Cc1cccc(NC(=O)c2cc([N+](=O)[O-])ccc2N2CCCCC2)n1
  -2	16	-3	5	-4	-0.1	2	-1	0	-1
NC(=O)COC(=O)c1ccccc1OCc1ccccc1
  -1	1	9	-2	0	0.5	-3	2	6	6
O=C(c1cccc(F)c1)n1nnc2ccccc21
  -1	4	5	-1	14	0.1	-4	0	4	2
CCOc1cc(C(=O)NC(C)C2CC3CCC2C3)cc(OCC)c1OCC (stereo not drawn)
  0	-5	-11	-10	-3	0.5	-1	1	6	-2
COc1ccc(Cn2cc(CN3[C@H](C)COc4cc(Br)ccc4S3(=O)=O)nn2)cc1
  2	-2	0	-4	.	1.0	3	-3	-4	1
CC(Oc1ccccc1Cl)C(=O)Nc1ccc(S(=O)(=O)N2CCCC2)cc1 (stereo not drawn)
  -3	-9	3	-1	9	-0.2	2	-9	0	1
COCCCN(CC(=O)NCc1ccccc1)S(=O)(=O)c1ccc(C)cc1
  0	-1	-1	2	-1	0.1	-10	3	-2	2
C=CCNc1nc2ccccc2nc1NS(=O)(=O)c1ccc(F)cc1
  0	4	1	-1	0	2.4	8	3	0	-4
Cc1nn(Cc2c(Cl)cccc2Cl)c(C)c1NC(=O)CCCn1nc(C)c([N+](=O)[O-])c1C
  2	3	-8	4	0	0.5	-3	1	-7	-2
O=C(NNC1CC(c2ccccc2)=NN1C(=O)c1ccccc1)c1ccccc1 (stereo not drawn)
  -4	-4	-5	0	6	0.4	7	0	1	4
Cc1cc(C)c(NC(=O)CSc2nc3ccccc3c(=O)n2CCCN2CCOCC2)c(C)c1
  -1	-1	-8	-1	7	-0.1	3	-8	4	-3
CCN(CC(N)=O)S(=O)(=O)c1ccc(Br)cc1
  -3	1	1	0	10	0.4	2	-5	-3	-1
CN(C)C(=O)CCc1ccc2c3c([nH]c2c1)[C@]1(CCC2CCCC2)[C@@H](C(=O)N2CCOCC2)C[C@H](CC(=O)NC(C)(C)C)C(=O)N1CC3
  0	7	9	1	-6	0.2	-1	1	-4	2
O=S(=O)(c1ccc(Cl)cc1)N1c2ccccc2Oc2nc3ccccc3nc21
  0	2	4	-2	-3	-1.8	3	-5	1	0
COc1ccc(C(CNC(=O)Cn2[nH]c(=O)c3ccccc3c2=O)N2CCCC2)cc1 (stereo not drawn)
  4	-2	-10	-4	5	-0.2	-2	-8	1	-7
CNc1nc(N)c([N+](=O)[O-])c(Nc2cccc(Cl)c2)n1
  2	-3	-1	-1	-2	0.4	3	0	0	-5
COc1ccc(CCNC(=O)c2cnccn2)cc1
  -3	2	-7	0	0	-0.4	2	1	-1	2
Cc1cc(C)c(NC(=O)Cn2nnc(C(=O)NCc3ccco3)c2N)c(C)c1
  0	-9	-2	-2	2	0.1	6	1	2	9
CN=C(Nc1ccccc1)SC1CC(=O)N(c2ccc(C(=O)OC)cc2)C1=O (stereo not drawn)
  0	-5	7	0	-1	0.0	1	-8	0	4
Cc1ccc(NC(=O)CN(C)C(=O)CSc2nnc(NC(C)C)s2)cc1
  4	4	2	-1	-5	-0.2	1	-1	-4	7
COc1ccc(NC(=O)C(NC(C)=O)C(=O)NCc2ccc(F)cc2)cc1 (stereo not drawn)
  2	-2	-8	2	2	0.2	3	7	-3	2
CS(=O)(=O)c1ccc(NCCc2ccccn2)c([N+](=O)[O-])c1
  2	2	-8	3	-13	0.0	6	-5	-1	-3
Cc1ccc(-n2c(SCC(=O)N/N=C/c3ccccc3C(=O)O)nnc2-c2ccccc2)cc1
  0	1	14	-2	5	0.1	1	0	0	4
Cc1nc2c(C#N)c[nH]n2c(=O)c1CCO
  3	-2	-11	-3	-3	-0.9	-3	4	2	-3
Cc1ccc2nc(-c3ccc(NC(=O)CSc4nnc(-c5cccc(Cl)c5)n4Cc4ccco4)cc3)sc2c1
  -2	-76	3	47*	.	70*	-12	3	-1	0
Clc1ccc(C(c2ccccc2Cl)C(Cl)Cl)cc1 (stereo not drawn)
  2	-4	-4	3	-10	0.1	4	4	-1	2
CC(C)CCN(C)C1CCN(C(=O)Nc2ccc(Cl)cc2)CC1
  0	0	6	-1	.	0.3	2	0	0	-4
O=C(CCc1nc2ccccc2s1)N1CCN(S(=O)(=O)c2cccs2)CC1
  0	0	11	13	-3	-0.2	-5	2	-1	-1
CC(=O)N1CCN(c2ccccc2NC(=O)COc2ccc(Br)cc2)CC1
  0	1	0	-1	3	-0.2	-3	0	-1	-2
Cc1cc(C)cc(NC(=O)CN(C)S(=O)(=O)c2cnc[nH]2)c1
  -2	5	-9	1	13	0.8	0	0	-2	-3
Cc1ccc(C)c(CN2C(=O)C(C)Oc3ccc(C)cc32)c1 (stereo not drawn)
  3	-2	-6	-2	2	-0.3	-4	-2	2	-5
O=C(/C=C1\NC2(CCCC2)Cc2ccccc21)C(=O)N/N=C/c1ccccc1O
  0	-5	-7	1	0	-1.4	-9	4	-1	2
N#CCCN(C(=O)COC(=O)c1ccc(Cl)nc1)c1ccc2c(c1)OCCO2
  -3	-2	0	-1	-5	0.1	1	2	1	3
CC#CCNCc1ccccc1
  -1	0	2	0	3	0.6	-1	-2	-1	4
O=C(O)c1cc(Nc2cc(Cl)c3nonc3c2[N+](=O)[O-])ccc1O
  -4	1	-13	65*	-8	0.2	-3	-16	1	1
O=C(NCCCn1cccn1)c1cc(COc2ccccc2)on1
  -1	1	2	0	0	1.0	-1	-2	2	0
CC/C(=N\NC(N)=O)c1ccc(OC)c(OC)c1
  0	-4	0	5	-8	-0.4	4	5	2	-5
COc1ccccc1N1CCN(S(=O)(=O)c2ccc(-c3cnc(C4CC4)o3)cc2)CC1
  -3	2	2	0	-3	-0.1	-13	2	3	0
O=C(Cc1ccccc1)Nc1ccc(NC(=O)c2cccs2)cc1
  2	-1	-2	-4	-3	8.1	2	3	0	-6
Cc1ccc(C(=O)Nc2ccc(S(=O)(=O)NCc3ccco3)cc2)cc1
  20	-9	-7	7	4	-0.6	-10	4	0	-5
COC(=O)C1=C(C(=O)OC)[C@@H]2N(Cc3ccccc3)c3ccccc3[C@@]23C[C@@H](C(=O)OC)N(C(=O)CC(C)C)C3=N1
  -1	-5	-4	0	-1	0.1	-3	1	1	0
Cc1ccc(C(=O)NC2CCCCCC2)cc1N1CCCC1=O
  0	-2	7	2	-3	0.2	-2	2	-6	-2
O=C(Nc1nnc(SCCC2OCCO2)s1)C1CC(=O)N(c2ccc(F)cc2)C1 (stereo not drawn)
  -2	-1	9	9	10	0.0	0	-6	3	2
Cc1ccc(C(=O)N2CCN(c3ncccn3)CC2)cc1S(=O)(=O)N1CCCCC1
  7	2	12	3	-6	-0.2	1	1	0	3

The list goes on, starting with the last 2 of the part before.
Below each compound – UHRF1 binding	SIAE primary	TDP2 inh	PRMT1 FP inh	TCR CD3 inh	proKLK7 act	Tn6 DDE FP	MBD2 DNA inh	LEDGF integ inh	DDE Tn7 FP inh
O=C(Nc1nnc(SCCC2OCCO2)s1)C1CC(=O)N(c2ccc(F)cc2)C1 (stereo not drawn)
  -2	-1	9	9	10	0.0	0	-6	3	2
Cc1ccc(C(=O)N2CCN(c3ncccn3)CC2)cc1S(=O)(=O)N1CCCCC1
  7	2	12	3	-6	-0.2	1	1	0	3
CC(C)Cn1c(SCC(=O)NC2CC2)nc2ccc(Cl)cc2c1=O
  -1	-2	-5	0	3	0.0	-2	0	3	-10
CCOC(=O)C1CCN(C(=O)c2ccc(Cl)c(Cl)c2)CC1
  1	-1	-5	-1	-4	0.1	8	3	0	8
COc1cccc(CNC(=O)Cc2csc(Nc3nc(=S)[nH]c4ccccc34)n2)c1
  3	-16	-10	7	-6	-0.8	0	7	-2	0
Cc1cc(-c2nnc(CCC(=O)NC(C)(C)C34CC5CC(CC(C5)C3)C4)o2)no1
  -1	-4	8	-1	7	-1.0	3	-1	3	0
CN(C)S(=O)(=O)c1ccc(N2CCCC2)c(C(=O)Nc2nc3ccccc3s2)c1
  -1	-1	-14	1	7	0.2	2	-6	-1	-1

Assay outcomes from PubChem.
